Assay outcomes (PubChem BioAssay)
IL-1B inflam inh = blocks inflammasome-driven IL-1 beta release; AID 743279; THP-1 LPS/ATP IL-1B secretion, AlphaLISA, 16 h; hits give low values; activity change, % at 57.5 µM; 360,000 compounds, 4.7% hits; in the data active = activity change below about -50%; inconclusive = mostly about -30% to -49%; also: % is scaled to controls: 0 for no effect and ±100 for the full control effect
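Secreted IL-1B measured by AlphaLISA bead assay after 16 h compound exposure of THP-1 cells; compounds (final up to 57.5 uM) added 1 h before LPS (250 ng/mL) and ATP (1.25 mM) stimulation; lower signal means less secretion.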
HT1080-NT tox = kills 2HG-producing HT-1080-NT fibrosarcoma cells; HT-1080-NT fibrosarcoma viability, CellTiter-Glo ATP luminescence, 48 h; Potency, µM (series often up to 46.1 µM), without a hit: top-dose activity, negative = less viability, most hits filed as cytotoxic; 360,000 compounds, 1.6% hits;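 also: NT is the 2HG producing partner of a matched IDH1 knockdown line; potency is read from the fitted curve at half-maximal effect; 0% = DMSO-treated cells and -100% = media-only wells without cells; nearly all actives have a fitted effect of over 55% in size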
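HT-1080-NT fibrosarcoma cells (2HG-overproducing), 750 cells/well in RPMI with 5% FBS, dosed after 2 h and incubated 48 h at 37C. CellTiter-Glo luminescence normalized to DMSO and no-cell wells; concentration-response curves fitted and classed.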
HepG2 viability = HepG2 cytotoxicity, counter-screen for TGF-b inhibitors. 410,000 compounds, 0.76% hits. AID 588856. Potency, µM (highest dose often 46.1 µM), without a hit: at the highest dose activity change, negative = cytotoxicity, usual class: cytotoxic. HepG2 CAGA-GFP viability, ATP luminescence, 18 h; also: potency is read from the fitted curve at half-maximal effect; some results filed as inactive show a strong effect at the top dose
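CellTiter-Glo luminescence gave cytotoxicity after 18 hours at 37 degrees C. The cells were HepG2 CAGA-GFP in 1% FBS DMEM, stimulated with 500 pg/mL TGF-beta after compound addition. %Activity was normalised to no-cell wells (complete cell-killing) and DMSO (no toxicity), and curves were fitted and classified.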
HT1080 IDH1KD tx = kills HT-1080 cells with IDH1 knockdown | AID 686971 | Potency, µM (top dose mostly 46.1 µM), for inactives: top-dose activity, negative = toxicity, actives largely listed as cytotoxic | HT-1080 IDH1 knockdown viability, ATP luminescence, 48 h | 360,000 compounds, 2% hits;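 also: potency is read from the fitted curve at half-maximal effect; 0% = DMSO wells and -100% = cell-free medium wells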
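% activity derives from luminescence (CellTiter-Glo), normalised to DMSO and no-cell wells. HT-1080-IDH1KD cells, 750/well, had 48 h compound exposure at 37 °C.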
S2 tox = reduces viability in counter-screen for ATXN expression inhibitors | S2 cells (HEK-293 line with an ATXN2-luciferase reporter) viability, CellTiter-Fluor protease fluorescence, 24 h | 400,000 compounds, 0.49% hits | Potency, µM (titrated, usually from 56.7 µM), most hits filed as cytotoxic; also: potency is read from the fitted curve at half-maximal effect; nearly all actives have a fitted effect of over 40% in size
MCF10A rereplic = inducers of DNA re-replication in MCF 10A breast cells | AID 624296 | Potency, µM (highest dose often 46.1 µM), for inactives: at the top dose activity, positive = re-replication, actives largely listed as activators | MCF 10A DNA re-replication, Hoechst nuclear intensity, 48 h | 350,000 compounds, 2.9% hits; also: potency is read from the fitted curve at half-maximal effect; % of control where 0% means no effect; nearly all actives have a fitted effect of over 50% in size
SW480 rerep = DNA re-replication induction in SW480 cells; SW480 DNA re-replication, Hoechst DNA content imaging, 48 h; Potency, µM (doses to about 46.1 µM), for the others: at the top dose re-replication activation, most hits filed as activators; 340,000 compounds, 1.8% hits; AID 624297; also: potency is read from the fitted curve at half-maximal effect; % of control where 0% means no effect; nearly all actives have a fitted effect of over 55% in size
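Hoechst fluorescence of nuclei (405 nm excitation, 500-530 nm emission) measured by plate-scanning imager after 48 hr compound exposure at 37 C; re-replication scored as increased number of nuclei with elevated intensity.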
KB-3-1 tox = kills parental KB-3-1 adenocarcinoma cells. KB-3-1 viability, CellTiter-Glo ATP luminescence, 72 h. Potency, µM (highest dose often 46.1 µM), for the others: at the highest dose activity change, negative = cytotoxic, hits mostly cytotoxic. 400,000 compounds, 1.4% hits. AID 1347075; also: potency is read from the fitted curve at half-maximal effect; % is scaled to controls: 0 for no effect and ±100 for the full control effect; nearly all actives have a fitted effect of over 60% in size
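Screening of KB-3-1 cells (DMEM, 10% FBS, phenol-red free) ran from lowest to highest compound concentration; after 72 h at 37 °C viability was read luminescently and curves fitted.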
ATXN2 expr inh = inhibitors of ATXN2 expression; HEK-293 ATXN2-luciferase reporter, luminescence, 24 h; AID 1745845; 360,000 compounds, 0.72% hits; Potency, µM (titrated, usually from 57 µM), for inactives: top-dose activity change, negative = inhibition, most hits filed as inhibitors; also: potency is read from the fitted curve at half-maximal effect; % is scaled to controls: 0 for no effect and ±100 for the full control effect; nearly all actives have a fitted effect of over 55% in size
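qHTS (up to 57 uM final) was run with 24 h compound exposure of reporter cells at 37 °C. Each well was multiplexed: SteadyGlo luminescence measured ATXN2-luciferase expression after a fluorogenic Gly-Phe-AFC viability readout (25 uM final).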
Numbers without * were called inactive; i = inactive; ? = inconclusive; nt = no result given; & = joins results of further samples; [ ] = another dose, or the depositor's remark. Unless noted, calls follow the shape of the dose curve; as a rule, active = well fitted curve in the direction sought with a large enough effect; inconclusive = small, poorly fitted or top-dose-only effect, or another doubt; inactive = no such curve, though single readings can be large; an effect the other way counts as inactive or inconclusive. Compounds as they come, and some 8.9% of all compounds hit somewhere here.

SMILES | ATXN2 expr inh | SW480 rerep | MCF10A rereplic | HT1080-NT tox | KB-3-1 tox | IL-1B inflam inh | HepG2 viability | HT1080 IDH1KD tx | S2 tox
O=C(NNC(=O)C1CCN(S(=O)(=O)c2c(Cl)cccc2Cl)CC1)c1ccccc1O | ? | ? | ? | -10.7% | ? | 23.9 | 0.0% | -19.3% | i
Nc1nc2ncccn2c1-c1ccc(C(F)(F)F)cc1 | nt | nt | nt | -1.8% | 32.2% | 16.4 | nt | 5.9% | nt
Cc1cc(C)n2ncc(-c3cccc(Br)c3)c2n1 | 40.4%[activator] | 3.5% | 10.0% | -0.8% | -5.2% | 17.3 | 2.1% | -27.1% | i
CCCCCOC(=O)CSc1nc2sc3c(c2c(=O)n1-c1ccccc1)CC(C)(CC)OC3 (stereo unspecified) | 18.0% | nt | nt | nt | 7.2% | nt | 2.9% | nt | i
O=C(N/N=C/c1cccs1)c1cccc(NC(=O)c2ccccc2Cl)c1 | ? | -0.7% | 1.8% | -8.8% | 28.8% | -3.3 | 21.4% | -10.6% | i
Cc1ccc(NC(=O)CCNS(=O)(=O)c2ccccc2)c(C(=O)c2ccccc2)c1 | 4.8% | -1.4% | 1.7% | 0.1% | -17.7% | -8.2 | -1.5% | -1.8% | i
O=C(COC(=O)c1cc(Br)ccc1Cl)NC(=O)NCc1ccccc1 | nt | 1.7% | 1.3% | 18.6% | -6.8% | 7.1 | 2.1% | 4.2% | i
O=C(CNC(=O)c1ccncc1)Nc1ccc(F)c(F)c1 | -11.1% | 1.8% | -1.4% | 3.3% | 4.8% | 0.0 | -18.1% | -3.2% | i
CCOC(=O)/C=C/c1ccc2c(c1)S(=O)(=O)N(c1cccc(OC)c1)[C@H]2CC(=O)OCC | -13.3% | 1.5% | -37.4%[inhibitor] | -8.4% | 0.0%&6.0% | -4.9 | -24.3%&-21.3% | -7.7% | i
Cc1cc(SCNC(=O)c2ccccc2)nc(C(C)C)n1 | 12.0% | 12.5% | -44.2%[inhibitor] | 6.3% | -0.9% | 14.7 | 0.8% | -0.2% | i
Cc1cc(C)nc(N/N=C/c2cn[nH]c2-c2ccccc2)n1 | 10.9% | -8.2% | -0.3% | 9.3% | 12.2% | 8.2 | -20.0% | 10.5% | i
O=c1oc2ccccc2c2c1cnc1ccccc12 | 9.6% | -4.0% | -6.9% | 0.8% | 0.0% | 36.4 | -9.3% | 6.3% | i
Cc1cc(SCC(=O)N(C)CC(=O)Nc2ccc(F)cc2)nc2ccccc12 | -13.7% | -74.5%[inhibitor] | -53.9%[inhibitor] | -2.5% | -5.6% | 0.0 | -15.0% | ? | i
Cc1nn(Cc2ccccc2)c(Cl)c1/C=C/C(=O)OC(C)C(=O)N1CCCC1 (stereo unspecified) | nt | -1.6% | -1.1% | 0.6% | -24.2% | 35.4 | -4.7% | -0.5% | i
COc1ccc(Oc2cn[nH]c2-c2ccc(OCC(=O)NN)cc2O)cc1 | 3.6% | 5.9% | 4.0% | -4.1% | 0.5% | -10.6 | -15.2% | -0.3% | i
Cc1cc(C(=O)C(C)OC(=O)c2ccc(NC(=O)CC#N)cc2)c(C)n1-c1ccc(OC(F)F)cc1 (stereo unspecified) | -35.9% | 22.5% | 6.4% | -19.3% | 2.91µM* | ? | -15.1% | 25.9µM* | i
COc1ccc(NC(=O)C2=CC(c3ccc(C)cc3)=NS(=O)(=O)N2C)cc1 | -18.2% | -6.4% | 8.1% | -2.1% | 3.3% | 1.5 | -16.9% | -0.8% | i
COc1ccc(C(=O)NCCOc2cccc(Oc3ccccc3)c2)cc1OC | -22.0% | -2.0% | 6.3% | -6.4% | ? | 0.0 | 0.2% | -7.2% | i
CC(C)Cn1c(N)c(C(=O)NCCN2CCOCC2)c2nc3ccccc3nc21 | -10.7% | -0.2% | -4.9% | 4.0% | 19.7% | -61.4* | -1.9% | 2.6% | nt
COc1ccc(NC(=O)CCCSc2nc(-c3ccco3)cc(C(F)(F)F)n2)cc1 | -0.5% | nt | nt | nt | 0.6% | nt | -22.1% | nt | i
Cc1cc(C)cc(N(C(=O)Cc2cccs2)C(C(=O)NC2CCCCC2)c2ccccn2)c1 (stereo unspecified) | nt | -0.3% | 8.6% | -8.4% | ? | -17.5 | -6.5% | -15.9% | nt
Clc1ccccc1CN1CCc2nc(N3CCN(c4ncccn4)CC3)ncc2C1 | 0.0% | nt | nt | nt | ? | nt | -21.4% | nt | ?
CCC(CC)c1nnc(NC(=O)C2=NNC(=O)CC2)s1 | 21.0% | -8.3% | -0.1% | 2.5% | 1.9% | 14.9 | 0.4% | 13.6% | i
CCC1CCCCN1CCCNC(=O)Cn1cc2c(n1)-c1c(oc(C(=O)N3CCCC3)c1C)CC2 (stereo unspecified) | -16.7% | 5.4% | -12.4% | -1.4% | ? | ? | 24.7% | 10.9% | i
CN(C)c1nc(N)nc(Cn2ccnc2)n1 | -1.1% | -14.7% | -1.0% | 7.5% | 1.5% | -8.6 | 0.4% | 9.1% | i
Cc1ccc(NC(=O)CCC(=O)N/N=C/c2coc3ccccc3c2=O)cc1 | nt | -8.8% | 4.1% | 0.0% | 23.2% | 0.0 | -14.9% | -8.6% | i
COc1cc(/C=N/NC(=O)c2cccnc2)ccc1OC(=O)c1ccc2c(c1)OCO2 | 3.0% | -4.4% | -0.8% | ? | -1.4% | -15.4 | 3.4% | -3.3% | i
COc1cc2c(cc1OC)C1=C(C#N)CN(CC(=O)O)CN1CC2 | 8.1% | -2.0% | 1.2% | 12.3% | -5.1% | -30.0 | -33.1% | 10.3% | i
O=C(Cc1ccccc1)N1N=C(c2ccncc2)CC1(O)C(F)(F)F (stereo unspecified) | nt | 1.7% | 19.0% | 7.0% | 0.5% | 16.7 | 12.8% | 1.4% | i
COc1ccc(OCCCC(=O)OC(C)C(=O)Nc2ccc(C)cc2)cc1 (stereo unspecified) | 1.3% | -2.4% | -2.0% | 1.8% | -3.4% | 6.3 | 8.7% | 4.2% | i
O=C(NCC1CCCO1)c1cnn2c(C(F)F)cc(C3CC3)nc12 (stereo unspecified) | -11.2% | -2.4% | 2.6% | -4.7% | 0.0% | -18.0 | 3.3% | -4.2% | i
COC(=O)/C(C#N)=C/c1c(N2CCN(Cc3ccc4c(c3)OCO4)CC2)nc2c(C)cccn2c1=O | -13.0% | -16.9% | 1.7% | 21.0% | 7.3% | 13.3 | 15.2% | 13.5% | i
O=C(CNc1ccccc1-c1ccccc1)NCc1ccccc1 | 4.8% | 4.8% | 15.0% | -1.9% | -33.4% | -23.1 | 2.2% | -1.9% | i
CCCN(C(=O)Cc1coc2cc(C)c(C)cc12)c1c(N)n(Cc2ccccc2)c(=O)[nH]c1=O | 0.6% | -4.8% | 0.1% | 9.1% | 16.8% | -4.4 | 1.1% | 25.0% | i
CCOc1ccc(CCNC(=O)CSc2cc(=O)n(C)c3ccc(Cl)cc23)cc1OCC | -2.3%&-23.7% | -0.1% | 7.1% | 4.1% | 14.9%&-0.2% | 15.4 | -7.3%&-5.6% | -5.6% | ?
COc1nsnc1N1CCOCC1 | -12.9% | -3.6% | -3.3% | 13.0% | -0.1% | 20.3 | 9.8% | 5.4% | i
CCOC(=O)N1CCN(C2CCCN(C(=O)c3ccccc3N(C)C)C2)CC1 (stereo unspecified) | 14.3% | -0.7% | 1.6% | 0.5% | -13.3% | -14.3 | -3.6% | 0.9% | i
CCc1nn(C(CC)C(=O)NCCc2ccc(OC)cc2OC)c(=O)c2cc3occc3n12 (stereo unspecified) | -4.8% | 26.2% | -1.6% | -3.3% | 10.4% | -14.0 | 1.8% | -0.4% | i
CC(=O)c1cccc(NC(=O)C2CCN(S(=O)(=O)c3ccc4[nH]c(=O)ccc4c3)CC2)c1 | 4.9% | nt | nt | nt | 0.5% | nt | -13.2% | nt | i
Cc1cc(C)n(CC(=O)NNC(=O)c2cncc(Br)c2)n1 | -3.6% | -3.0% | 0.6% | 0.9% | 25.5% | 17.7 | 9.3% | -8.9% | i
Cc1ccccc1N=C1N=C(N)c2ccccc21 | -11.0% | -0.9% | 19.6% | -4.5% | 14.6% | -0.8 | -8.6% | 0.8% | ?
COc1ccccc1C(=O)NC(=O)Nc1cccc(Cl)c1 | nt | -10.4% | 1.4% | -8.7% | -14.4% | -3.0 | -17.8% | 1.0% | i
O=C(NCC1CCN(Cc2cccc(Cl)c2)CC1)C1CCCN(c2ncnc3c2nc2n3CCCCC2)C1 (stereo unspecified) | ? | 0.6% | 10.0% | 20.6µM* | -17.1% | ? | -35.8% | ? | ?
O=S(=O)(NC1CC(NS(=O)(=O)OCC(Cl)(Cl)Cl)C2CCCCC12)OCC(Cl)(Cl)Cl (stereo unspecified) | ? | 3.2% | ? | ? | -11.4% | -18.9 | -80.4% | ? | ?
Cn1c(CC(O)c2nc3ccccc3n2C)nc2ccccc21 (stereo unspecified) | nt | nt | nt | 11.9% | 9.2% | -1.7 | -5.9% | -0.9% | i
COc1cccc(COC(=O)Nc2ccccc2F)c1 | 95.7%[activator] | nt | nt | 16.3% | -13.1% | -16.7 | -10.9% | 10.1% | i
Cc1cccc(NC(=O)C2CCCN(S(=O)(=O)c3ccc(-n4cnnn4)cc3)C2)c1 (stereo unspecified) | -27.3% | -14.7% | -22.3% | 1.6% | 0.0% | -1.0 | 4.7% | ? | i
CC(=O)NC12CC3CC(C1)CC(C(=O)N1CCN(S(=O)(=O)c4ccc([N+](=O)[O-])cc4)CC1)(C3)C2 | 10.9% | -0.7% | 7.8% | 4.9% | -5.8% | 6.2 | 2.6% | 5.1% | i
